Screening data (PubChem)
Autophagy HCS – modulators of autophagy | MEF GFP-LC3 puncta imaging; test concentration mostly 10 µM | calls only at 10 µM (by protocol) | 190,000 compounds, 0.98% hits;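 active = percentage of spot-positive cells more than 3 SD above its plate mean, without a fluorescence outlier flag or 80% toxicity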;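 also: spot-positive cell cutoff set from DMSO-treated cells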
Dynein transport – blocks dynein driven cargo transport along microtubules | 3617.4 mouse cells, GR-EGFP nuclear translocation imaging; test concentration mostly 20 µM; stimulated with dexamethasone, 1 µM; hits give low values | z-score, hits read low | 220,000 compounds, 0.47% hits | AID 1381;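 active = plate z-score of nuclear minus cytoplasmic receptor signal below a set negative limit, without overly bright fluorescence or cell loss, cut at about -3.5 in these data, passing the limit was not always enough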;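 also: z-score of nuclear minus cytoplasmic ring GR-EGFP intensity difference per well; some compounds called inactive have numbers as strong as hits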
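Also added – dexamethasone, 1.0 µM final · Buffer or medium – tet-free, stripped-serum medium · Schedule – induction 48 h, compound 1 h, agonist 30 min · Detection – formaldehyde fixation, Hoechst nuclear stain, 10x automated fluorescence imaging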
ER stress rescue – rescue of cells from ER stress-induced death, primary screen, 384-well, CSM14.1, thapsigargin, ATP luminescence (AID 1222); CSM14.1 thapsigargin-induced death rescue, ATP luminescence; higher % means a stronger effect; cellular ATP content (survival), % at 20 µM; hits with a dose series show EC50 in µM; 190,000 tested, under 10 active;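 active = EC50 below 50 µM in the dose-response confirmation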;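 also: death triggered by thapsigargin at about 15 µM added after 2 h compound pretreatment; cell ATP read after overnight thapsigargin exposure of roughly 18 to 22 hours; normalized against plate controls of thapsigargin alone and 5% DMSO vehicle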
WT yeast gro inh – growth inhibition of WT yeast, mitochondrial fusion screen; mitochondrial fusion phenotypic screen, WT strain; inhibition, % at 10 µM; 190,000 compounds, 2.1% hits; AID 1362; in the data active = inhibition above about 58%; tested in S. cerevisiae
b-catenin transl – beta-catenin nuclear translocation modulation; HeLa beta-catenin nuclear translocation, immunofluorescence imaging; nuclear translocation activity, % at 5 µM; 190,000 compounds, 0.3% hits; AID 1665;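 active = nuclear translocation activity above 50% at 5 µM, with a well cell count of 50 or more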;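 also: per-cell ratio of nuclear to cytoplasmic median beta-catenin stain intensity; plate controls were DMSO negative control for no effect and GSK-3 inhibitor IX positive control for full effect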
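Test system: HeLa cells, endogenous beta-catenin; Compound: single 5 µM dose plus 0.02–20 µM confirmation series; Times: compound exposure 24 h at 37°C; Signal: fluorescence imaging of beta-catenin antibody stain plus DAPI; Read-out: % activation, nuclear-to-cytoplasmic median beta-catenin signal ratio per cell.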
Hep lipid drop – modulators of hepatic lipid droplet formation; AML12 mouse hepatocytes, oleate lipid droplets, BODIPY imaging; inhibition, % at 6.5 µM; 240,000 compounds, 0.4% hits;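 active = lipid droplet intensity inhibited by at least 50%, with more than 500 cells counted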
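Test system: AML12 hepatocytes (mouse); reagent: oleate loading, 100 µM; dosing: one dose, 6.5 µM compound; incubation: overnight exposure; signal: fluorescence imaging, 20x objective, two fields per well; read-out basis: % inhibition of corrected integrated BODIPY droplet signal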
Insulin prom up – MIN6 insulin promoter up-regulation; AID 1625; z-score at 5 µM; MIN6 insulin promoter-GFP reporter, high-content imaging; hits give high values; 190,000 compounds, 0.3% hits;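 active = z-score above 3 at 5 µM with at least 500 cells counted in the well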
MT stabilize HCS – microtubule stabilization, imaging screen; HeLa tubulin immunostaining HCS, 24 h; share of cells brighter than vehicle mean+2SD; % tubulin-high responders, % at 10 µM; 200,000 compounds, 0.83% hits;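 active = plate Z-score above 3 for both tubulin-high and condensed-nucleus cell shares, with cell loss under 80%, at 10 µM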;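 also: anti alpha tubulin signal scored within the nucleus-defined area of each cell; some results filed as inactive read as strong as hits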
XIAP antagonists – small molecules displacing peptide from XIAP – biochemical, IAP family, fluorescence polarization (AID 1018). XIAP BIR domain, fluorescence polarization peptide displacement; higher % means a stronger effect. displacement, % at 20 µM; hits with a dose series show IC50 in µM. 200,000 compounds, 0.007% hits; in the data active = displacement above about 50%; also: a part of the inactive calls stands beside numbers as strong as those of hits
WT yeast gro inh mutant strain – further read-out of WT yeast gro inh, marked with its call; inhibition, %; mitochondrial fusion phenotypic screen, mutant strain inhibition
Dynein transport cytoplasmic EGFP – recorded beside Dynein transport, whose call it bears; z-score; measured here: cytoplasmic GR-EGFP intensity; hits give high values
Dynein transport nuclear GR-EGFP – second read-out of Dynein transport, no call of its own (marks repeat the call); z-score; measured here: nuclear GR-EGFP intensity;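 lower value marks the stronger effect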
Dynein transport cell count – second read-out of Dynein transport, no call of its own (marks repeat the call); z-score; measured here: cell count per field
Insulin prom up cell count – second read-out of Insulin prom up, no call of its own (marks repeat the call); cell count; measured here: cytotoxicity, nuclei count;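 total cells summed across four imaged fields per well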
Hep lipid drop cells 6.5 µM – also measured in Hep lipid drop; calls as there; cell count; measured here: cell count, cytotoxicity flag;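 cells counted across two imaged fields per well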
b-catenin transl cell count 5 µM – second read-out of b-catenin transl, no call of its own (marks repeat the call); cell count; measured here: cell count, cytotoxicity flag
MT stabilize HCS Hoechst-high % – recorded beside MT stabilize HCS, whose call it bears; % Hoechst-high responders; measured here: nuclear condensation Hoechst responders;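 share of cells brighter than vehicle mean plus two SD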
MT stabilize HCS cytotoxicity % – recorded beside MT stabilize HCS, whose call it bears; toxicity, %; measured here: cytotoxicity by cell density;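 0% = mean cell density of plate MIN control wells and 100% = no cells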
Autophagy HCS cell loss 18 h – second read-out of Autophagy HCS, no call of its own (marks repeat the call); toxicity, %; measured here: cell loss, nuclei count;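 cell loss after 18 h compound exposure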
* hit, by the source's call; i = inactive; . = not tested or not shown. Not all compounds are listed; rates above refer to the full screens.

SMILES	Autophagy HCS	Autophagy HCS cell loss 18 h	Dynein transport	Dynein transport cytoplasmic EGFP	Dynein transport nuclear GR-EGFP	Dynein transport cell count	ER stress rescue	WT yeast gro inh	WT yeast gro inh mutant strain	b-catenin transl	b-catenin transl cell count 5 µM	Hep lipid drop	Hep lipid drop cells 6.5 µM	Insulin prom up	Insulin prom up cell count	MT stabilize HCS	MT stabilize HCS Hoechst-high %	MT stabilize HCS cytotoxicity %	XIAP antagonists
COc1ccc(Cn2c(O)c(/C=N/NC(=O)c3ccccc3O)c(=O)[nH]c2=O)cc1	i	-11	0.085	-0.22	-0.15	-0.74	-2.0%	4	-3	-0.3	1035	-24	692	0.84	1501	2.9	2.5	0.0	-2.9%
CC(C)c1ccc(N2C(=O)NC(=O)/C(=C\C=C\c3ccco3)C2=O)cc1	i	-29	-3.9*	2.4*	-1.7*	0.37*	-0.9%	4	3	1.2	500	-47	686	.	.	5.5	4.6	1.4	-4.0%
Cc1ccc(CN2CCN(CC(=O)N3CCC4(CC3)OCCO4)C2=O)cc1	i	8	-0.034	-0.059	0.31	-0.53	-0.7%	7	20	.	.	-10	797	1.1	914	1.1	1.3	7.0	-2.6%
NC(=O)CSP(=O)(c1ccccc1)c1ccccc1	i	4	-0.11	-0.15	0.64	0.28	.	14	6	0.2	1026	-32	518	1.4	1134	2.9	0.6	12	-0.6%
CC(C)C(=O)Nc1ccc(S(=O)(=O)N2CC3CC(C2)c2cccc(=O)n2C3)cc1 (stereo unspecified)	i	21	-0.46	-0.24	-0.19	0.57	.	2	-18	-1.9	1089	-2	701	-0.99	1263	2.3	3.8	12	-2.1%
Cc1nn(Cc2c(Cl)cccc2Cl)c(Cl)c1C(=O)O	i	12	-0.82	-0.33	-0.14	0.93	-0.2%	1	8	-4.4	1131	16	678	0.16	1281	5.5	1.5	6.6	-5.0%
CCCCCCN1CCN(c2ccc(Cl)cc2)CC1	i	-2	-0.65	1.5	0.24	1	.	33	47	-0.4	1123	-12	688	-1.2	1206	4.5	2.5	10	-1.2%
Fc1ccccc1CCNCc1cccc2ccccc12	i	-5	-0.5	-0.18	0.03	0.053	-2.8%	12	6	1.4	839	-11	640	0.37	1141	1.0	1.9	2.0	-11%
O=C(OCC(=O)c1ccc([N+](=O)[O-])cc1)/C(=C\c1ccc(Cl)cc1)NC(=O)c1ccccc1	i	10	-0.015	-0.088	0.44	-0.87	-1.6%	25	9	-3.2	1261	9	718	.	.	2.0	1.4	9.8	0.8%
O=P(C(=Nc1ccc(Cl)cc1)N1CCOCC1)(N1CCOCC1)N1CCOCC1	i	-6	1.8	-0.2	1.5	-1.3	-0.9%	8	1	0.5	1191	-4	728	.	.	3.5	2.3	4.2	-6.2%
COc1ccc2c(c1)CC1(CN2C)C(=O)NC(=O)N(CCc2ccccc2)C1=O (stereo unspecified)	i	-11	0.84	-0.18	0.58	-0.7	-1.2%	-6	-10	-6.2	984	.	.	0.43	1242	4.9	3.3	8.1	-4.6%
N=C1c2ccccc2CN1NC(=O)c1ccc(Br)cc1	i	20	-0.44	-0.18	-0.6	0.5	-6.6%	-1	-7	-2.4	508	0	677	0.12	1253	1.6	3.1	7.9	-3.9%
CC1(C)NCCN2C(=O)CSC21 (stereo unspecified)	i	-19	0.96	3.1	1.6	0.073	-0.8%	6	1	.	.	.	.	1.7	974	1.1	0.9	2.4	-6.6%
COc1cc(OC)c(C=O)c(OC(=O)N(C)C)c1	i	10	-1.3	-0.25	-0.63	0.57	-0.6%	9	3	-3.2	1070	0	714	-0.45	1635	2.0	1.6	3.1	-2.3%
O=C(Nc1ccccc1OC(=O)N1CCCCC1)N1CCCCC1	i	-3	-0.11	-0.21	-0.25	0.54	-0.9%	5	-3	-2.8	1152	.	.	0.01	1134	2.1	0.8	8.9	-2.1%
CN1CCN(c2ncnc3nc[nH]c23)CC1	i	-7	-0.29	-0.13	-0.73	-0.57	-2.3%	-14	-19	-6.5	962	-1	663	0.36	1643	1.7	1.2	2.6	-9.6%
CN1CCN(c2ccc(S(=O)(=O)C(F)(F)F)cc2[N+](=O)[O-])CC1	i	15	-0.79	-0.19	-0.59	0.49	-0.3%	-1	-4	-1.2	1142	3	613	-0.46	1502	3.3	3.6	7.0	-2.5%
c1ccc(NC2=NCCS2)cc1	.	.	0.13	-0.23	1	-0.89	.	.	.	0.7	1305	13	773	-0.04	1110	.	.	.	.
C/C(=N/OC(=O)N(C)C)c1ncc(C(F)(F)F)cc1N1CCOCC1	i	-2	0.92	0.19	0.21	-0.71	2.0%	19	-3	.	.	-5	794	.	.	1.0	1.0	2.7	-6.2%
FC(F)(F)c1ccc2c(c1)NP(=S)(N1CCOCC1)c1nccn1-2 (stereo unspecified)	i	29	-0.86	0.075	0.22	0.16	-1.3%	5	9	-1.7	1123	.	.	0.51	1306	4.8	1.4	7.1	-6.7%
COc1ccccc1N1CCN(Cc2c(F)cccc2F)CC1	i	1	-0.21	-0.22	0.51	0.12	-0.6%	-6	5	.	.	-12	736	-0.9	1293	2.9	2.2	4.8	-4.1%
O=C(NC(=O)c1c(F)cccc1F)Nc1cc(Cl)c(F)c(Cl)c1F	.	.	0.68	-0.24	0.33	0.32	.	.	.	0.4	1371	-4	719	-1.2	1406	.	.	.	.
CC(=O)Cc1ccc(OC(C)C)cc1	.	.	-1.2	0.66	-0.49	0.1	.	.	.	-2.2	1202	15	679	0.11	1360	.	.	.	.
CC(C)n1c(=O)c(C=Nc2ccc(Cl)cc2)c(O)n(Cc2ccco2)c1=O	i	-8	0.047	-0.21	0.24	0.098	-2.4%	37	11	14	431	24	715	-0.14	1232	5.9	1.6	5.4	-2.4%

Part of the list above in another layout:
Results follow in this order: Autophagy HCS | Autophagy HCS cell loss 18 h | Dynein transport | Dynein transport cytoplasmic EGFP | Dynein transport nuclear GR-EGFP | Dynein transport cell count | ER stress rescue | WT yeast gro inh | WT yeast gro inh mutant strain | b-catenin transl | b-catenin transl cell count 5 µM | Hep lipid drop | Hep lipid drop cells 6.5 µM | Insulin prom up | Insulin prom up cell count | MT stabilize HCS | MT stabilize HCS Hoechst-high % | MT stabilize HCS cytotoxicity % | XIAP antagonists
COc1ccccc1N1CCN(Cc2c(F)cccc2F)CC1
    i | 1 | -0.21 | -0.22 | 0.51 | 0.12 | -0.6% | -6 | 5 | . | . | -12 | 736 | -0.9 | 1293 | 2.9 | 2.2 | 4.8 | -4.1%
O=C(NC(=O)c1c(F)cccc1F)Nc1cc(Cl)c(F)c(Cl)c1F
    . | . | 0.68 | -0.24 | 0.33 | 0.32 | . | . | . | 0.4 | 1371 | -4 | 719 | -1.2 | 1406 | . | . | . | .

Remaining list, next part.
SMILES	Autophagy HCS	Autophagy HCS cell loss 18 h	Dynein transport	Dynein transport cytoplasmic EGFP	Dynein transport nuclear GR-EGFP	Dynein transport cell count	ER stress rescue	WT yeast gro inh	WT yeast gro inh mutant strain	b-catenin transl	b-catenin transl cell count 5 µM	Hep lipid drop	Hep lipid drop cells 6.5 µM	Insulin prom up	Insulin prom up cell count	MT stabilize HCS	MT stabilize HCS Hoechst-high %	MT stabilize HCS cytotoxicity %	XIAP antagonists
Clc1ccc(N2CCNCC2)nn1	i	-8	-0.6	-0.19	-0.34	0.35	.	-6	7	-2.6	1103	19	708	-0.91	1310	1.9	2.0	5.6	-5.2%
NNC(=O)c1ccc(Cl)cc1	i	4	1.2	-0.26	1	-0.58	-0.3%	8	11	-0.5	1169	-5	699	-0.18	1540	4.6	1.6	2.1	-4.9%
Cc1ccc(N2C(=O)NC(=O)C(CCc3ccccn3)(Cc3ccc(F)cc3)C2=O)cc1 (stereo unspecified)	i	-8	1	-0.18	0.46	-0.89	0.3%	-11	-28	0.4	1501	10	712	-0.16	1113	2.6	2.3	8.5	-6.1%
CC(=O)c1ccc2c(c1)OCO2	i	19	0.79	-0.27	0.94	-0.11	-2.6%	-12	-12	-4.5	547	-33	713	0.76	1223	1.5	2.7	8.5	-3.3%
C=CCN=C(SCC(=O)c1ccc(Cl)cc1)c1c(O)n(C)c(=O)n(C)c1=O	.	.	0.68	-0.22	0.66	-0.66	.	.	.	0.0	1353	6	724	0.39	1100	.	.	.	.
C1=C(CCNCc2ccccc2)CCCC1	i	-36	1.8	-0.18	0.78	-1.1	-3.1%	10	0	-2.5	1154	-16	784	-0.08	922	2.7	1.9	4.1	-5.3%
O=C1CC(C(=O)N2CCC3(CC2)OCCO3)CN1CCc1ccccc1 (stereo unspecified)	i	7	0.57	-0.35	0.059	0.57	-0.9%	11	11	0.9	1282	.	.	0.09	1534	3.3	2.3	5.5	0.6%
Cc1cc(C)n2nc(C)[n+](C)c2n1	i	-4	-0.01	0.11	0.032	0.52	-0.8%	1	3	-4.1	746	.	.	2.5	1382	1.3	1.8	7.2	-10%
CN1CCN(c2ccc([N+](=O)[O-])c(N3CCCCC3)c2)CC1	i	-22	-0.67	0.41	0.0057	0.88	-0.9%	-10	0	0.4	973	-15	739	-0.05	1501	2.7	1.2	15	-2.1%
NCC(CC(=O)O)C1CCCCC1 (stereo unspecified)	i	4	-0.84	0.051	-0.099	-0.21	4.8%	-28	-3	1.5	1070	-1	754	0.7	944	1.6	0.9	4.2	-7.3%
C#CCN1CCN(c2ccc(F)cc2)CC1	i	-25	-1.1	-0.086	-0.34	1.1	-0.3%	1	0	0.6	1514	11	643	.	.	2.4	1.5	9.9	-15%
CC12CCC3C(CCC4C/C(=N/O)CCC43C)C1CCC2O (stereo unspecified)	i	-3	-1	-0.22	-0.44	2.2	-0.2%	6	-7	-2.1	780	-4	398	.	.	11	3.2	3.4	-6.4%
